mec2-1 – NCI yeast anticancer drug screen, S. cerevisiae mec2-1 strain; growth inhibition, % at 50 µM; 79,000 tested, 9% active; AID 157;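 further: 0% = growth of vehicle-only cultures of the same strain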
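Test agents were screened against the mec2-1 yeast strain, with defined DNA repair or cell cycle alteration. Growth was scored as inhibition against vehicle-only controls.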
yeast bub3 – NCI yeast anticancer drug screen, S. cerevisiae bub3 mutant strain; % growth inhibition at 50 µM; 78,000 tested, 9.9% active;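 further: 0% = growth of vehicle-only cultures of the same strain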
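Yeast carrying a defined mutation is treated with each compound, and growth is compared with that of vehicle-exposed cells to give inhibition.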
mlh1 rad18 – NCI yeast anticancer drug screen, S. cerevisiae mlh1 rad18 strain; % growth inhibition at 50 µM; AID 175; 79,000 tested, 11% active;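 further: 0% = growth of vehicle-only cultures of the same strain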
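Growth inhibition of the yeast strain was measured after compound exposure and expressed relative to vehicle-treated controls. The strain carries defined defects in DNA damage repair.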
sgs1 mgt1 – NCI yeast anticancer drug screen, S. cerevisiae sgs1 mgt1 strain | % growth inhibition at 50 µM | 78,000 tested, 10% active;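 further: 0% = growth of vehicle-only cultures of the same strain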
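Growth of a repair-deficient yeast mutant was monitored after compound treatment and expressed as inhibition relative to vehicle-treated cultures.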
yeast rad50 – NCI yeast anticancer drug screen, S. cerevisiae rad50 strain. % growth inhibition at 50 µM. 79,000 tested, 10% active;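 further: 0% = growth of vehicle-only cultures of the same strain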
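Compounds were tested on a yeast strain with an engineered DNA damage repair alteration; the reported value is growth inhibition normalised to vehicle treatment.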
yeast cln2 rad14 – NCI yeast anticancer drug screen, S. cerevisiae cln2 rad14 strain | 78,000 tested, 8.3% active | AID 165 | % growth inhibition at 50 µM;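 further: 0% = growth of vehicle-only cultures of the same strain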
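Growth of compound-exposed yeast (cln2 rad14 genotype) measured and expressed as inhibition relative to vehicle.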
An asterisk follows results filed as active; & = joins results of further samples. No stated cut-off is given here; in the data, active means growth inhibition above about 70%; inactive means the rest.

Screening O=C(O)C(Cc1ccccc1)NCc1c(O)ccc2c(-c3ccccc3)cc(=O)oc12 (centres undefined) returned mec2-1 -1, yeast bub3 -4, mlh1 rad18 7, sgs1 mgt1 7, yeast rad50 -24 and yeast cln2 rad14 -12.
`O=C(CCl)Nc1ccccc1SCc1cc(Cl)cc2c1OCOC2` gave mec2-1 -16, yeast bub3 14, mlh1 rad18 -9, sgs1 mgt1 22, yeast rad50 -6 and yeast cln2 rad14 23.
`CCOC(=O)c1c(/N=C/c2cc(Br)ccc2O)sc2c1CCCC2` gave mec2-1 -8, yeast bub3 -1, mlh1 rad18 11, sgs1 mgt1 0, yeast rad50 12 and yeast cln2 rad14 13.
CC(C)(C)N(C/C=C/CN(Cc1ccccc1)Cc1ccccc1)C(C)(C)C was read as mec2-1 16, yeast bub3 20, mlh1 rad18 23, sgs1 mgt1 26, yeast rad50 33 and yeast cln2 rad14 11.
Screening COC1(OC)C2(Cl)C(Cl)=C(Cl)C1(Cl)C1CCCCC12 (centres undefined) returned mec2-1 11, yeast bub3 -5, mlh1 rad18 2, sgs1 mgt1 16, yeast rad50 13 and yeast cln2 rad14 -57.
`CCc1ccc2c(c1)C(O)(C#Cc1ccccc1)c1cc(CC)ccc1C2(O)C#Cc1ccccc1` (centres undefined) gave mec2-1 25, yeast bub3 -5, mlh1 rad18 33, sgs1 mgt1 46, yeast rad50 38 and yeast cln2 rad14 23.
Screening O=C(O)Cc1c(O)ccc2ccccc12 returned mec2-1 -16, yeast bub3 -39, mlh1 rad18 -4, sgs1 mgt1 -34, yeast rad50 -33 and yeast cln2 rad14 -30.
`O=C(O)CCS` gave mec2-1 -22, yeast bub3 1, mlh1 rad18 -15, sgs1 mgt1 -14, yeast rad50 -23 and yeast cln2 rad14 -20.
Screening Clc1nccc2ccccc12 returned mec2-1 -7, yeast bub3 8, mlh1 rad18 -3, sgs1 mgt1 -10, yeast rad50 11 and yeast cln2 rad14 -51.
CCCSc1n[nH]c(=S)s1 was read as mec2-1 53, yeast bub3 52, mlh1 rad18 42, sgs1 mgt1 73*, yeast rad50 27 and yeast cln2 rad14 33.
Screening O=C(Nc1cccc(Cl)c1)Nn1cnnc1 returned mec2-1 -32, yeast bub3 -28, mlh1 rad18 8, sgs1 mgt1 -32, yeast rad50 -23 and yeast cln2 rad14 5.
For O=c1ncc2ccccc2[nH]1 the results were mec2-1 -11, yeast bub3 -13, mlh1 rad18 -24, sgs1 mgt1 -10, yeast rad50 -20 and yeast cln2 rad14 -4.
Screening NC(=S)N1CCOCC1 returned mec2-1 -32, yeast bub3 -23, mlh1 rad18 -24, sgs1 mgt1 -32, yeast rad50 -28 and yeast cln2 rad14 9.
Screening OC1C2COC(O2)C(O)C1O (centres undefined) returned mec2-1 -8&-5, yeast bub3 6&-2, mlh1 rad18 -19&7, sgs1 mgt1 -7&7, yeast rad50 -30&0 and yeast cln2 rad14 -35&-16.
Cc1onc2c1c(=O)n(C)c(=O)n2C was read as mec2-1 -2, yeast bub3 -7, mlh1 rad18 -2, sgs1 mgt1 -4, yeast rad50 -6 and yeast cln2 rad14 -20.
For C=CCOC(=O)CCCCCC1CCCCC1 the results were mec2-1 11, yeast bub3 2, mlh1 rad18 21, sgs1 mgt1 17, yeast rad50 35 and yeast cln2 rad14 11.
For COc1nc(N=P(c2ccccc2)(c2ccccc2)c2ccccc2)cc(=O)n1C the results were mec2-1 -4, yeast bub3 -4, mlh1 rad18 -54, sgs1 mgt1 -8, yeast rad50 -3 and yeast cln2 rad14 11.
For Cc1[nH]n(-c2ncc(C#N)c(=O)[nH]2)c(=O)c1CCO the results were mec2-1 -34, yeast bub3 -12, mlh1 rad18 -71, sgs1 mgt1 -16, yeast rad50 -9 and yeast cln2 rad14 -32.
For N[C@H]1c2ccsc2C(=O)[C@H]1O the results were mec2-1 -14, yeast bub3 -9, mlh1 rad18 -35, sgs1 mgt1 -34, yeast rad50 -40 and yeast cln2 rad14 1.
Screening CCCC1CC(=O)NC(=O)C1C(=O)OC(C)(C)C (centres undefined) returned mec2-1 0, yeast bub3 10, mlh1 rad18 -47, sgs1 mgt1 -9, yeast rad50 -13 and yeast cln2 rad14 11.
For COc1ccc(-c2c(C(=O)O)oc3cc(O)ccc3c2=O)cc1OC the results were mec2-1 4, yeast bub3 -7, mlh1 rad18 5, sgs1 mgt1 -12, yeast rad50 -16 and yeast cln2 rad14 -8.
`CCCN(CCC)C(=O)c1ccc(C)cc1` gave mec2-1 98*, yeast bub3 3, mlh1 rad18 7, sgs1 mgt1 0, yeast rad50 4 and yeast cln2 rad14 -17.
O/N=C1\CSc2ccccc2C1 was read as mec2-1 22, yeast bub3 12, mlh1 rad18 -55, sgs1 mgt1 29, yeast rad50 -3 and yeast cln2 rad14 28.
C/C=C/C(C(=O)NC(N)=O)C(C)C (centres undefined) was read as mec2-1 -1, yeast bub3 2, mlh1 rad18 7, sgs1 mgt1 2, yeast rad50 -16 and yeast cln2 rad14 -29.
Screening [N-]=[N+]=CC(=O)CCN1C(=O)c2ccccc2C1=O returned mec2-1 -1, yeast bub3 1, mlh1 rad18 -2, sgs1 mgt1 -5, yeast rad50 -10 and yeast cln2 rad14 -4.
For Nc1cccc(C(F)(F)F)c1[N+](=O)[O-] the results were mec2-1 -28, yeast bub3 -26, mlh1 rad18 18, sgs1 mgt1 -22, yeast rad50 -8 and yeast cln2 rad14 -23.
For COc1ccc(C2C/C(=N/O)c3ccccc3O2)cc1 (centres undefined) the results were mec2-1 -8, yeast bub3 -8, mlh1 rad18 10, sgs1 mgt1 6, yeast rad50 17 and yeast cln2 rad14 -94.
Screening COc1ccc(S)cc1 returned mec2-1 40, yeast bub3 76*, mlh1 rad18 84*, sgs1 mgt1 94*, yeast rad50 79* and yeast cln2 rad14 70.
Screening COc1ccc(/C=N/N=C(\N)NO)c(OC)c1OC returned mec2-1 1, yeast bub3 -7, mlh1 rad18 7, sgs1 mgt1 -7, yeast rad50 -1 and yeast cln2 rad14 2.
Screening CC(=O)C(SC#N)C(C)=O returned mec2-1 -14, yeast bub3 22, mlh1 rad18 0, sgs1 mgt1 -12, yeast rad50 -8 and yeast cln2 rad14 -14.
For O=C(CCCCCCCCC(=O)N/N=C/c1ccc(Cl)cc1Cl)N/N=C/c1ccc(Cl)cc1Cl the results were mec2-1 -15, yeast bub3 -14, mlh1 rad18 -21, sgs1 mgt1 -4, yeast rad50 -13 and yeast cln2 rad14 -21.
`O=C(NCCCN1CC2CCCC2C1)C(c1ccccc1)c1ccccc1` (centres undefined) gave mec2-1 -3, yeast bub3 -11, mlh1 rad18 -24, sgs1 mgt1 -42, yeast rad50 -23 and yeast cln2 rad14 -5.
`C1=C2CCc3ccc(o3)CCC(=C1)O2` gave mec2-1 15, yeast bub3 0, mlh1 rad18 1, sgs1 mgt1 10, yeast rad50 8 and yeast cln2 rad14 -24.
Screening O=C1Nc2ncnc(Cl)c2Cc2ccccc21 returned mec2-1 -7, yeast bub3 -6, mlh1 rad18 -12, sgs1 mgt1 -1, yeast rad50 -3 and yeast cln2 rad14 -13.
Screening O=c1[nH]nc(Cc2ccc(Cl)cc2)n1CCO returned mec2-1 6, yeast bub3 6, mlh1 rad18 -21, sgs1 mgt1 20, yeast rad50 8 and yeast cln2 rad14 4.
Cc1ccc(-n2cc(-c3ccc(Cl)cc3)c(C#N)c2N)cc1 was read as mec2-1 47, yeast bub3 62, mlh1 rad18 78*, sgs1 mgt1 68, yeast rad50 63 and yeast cln2 rad14 44.
CSc1nc(NC2OCC(O)C(O)C2O)c(C=O)c(=O)[nH]1 (centres undefined) was read as mec2-1 9, yeast bub3 14, mlh1 rad18 6, sgs1 mgt1 10, yeast rad50 -21 and yeast cln2 rad14 13.
Screening CCOP(=O)(OCC)c1cc(NC(=O)c2cc(NC(=O)c3cc(NC(=O)Nc4cc(C(=O)Nc5cc(C(=O)Nc6cc(P(=O)(OCC)OCC)c7cccc(P(=O)(OCC)OCC)c7c6)n(C)c5)n(C)c4)cn3C)cn2C)cc2c(P(=O)(OCC)OCC)cccc12 returned mec2-1 -2, yeast bub3 2, mlh1 rad18 11, sgs1 mgt1 -16, yeast rad50 -5 and yeast cln2 rad14 20.
O=[N+]([O-])c1cn(CCCNc2c3ccccc3nc3ccccc23)cn1 was read as mec2-1 13, yeast bub3 -2, mlh1 rad18 -1, sgs1 mgt1 -7, yeast rad50 18 and yeast cln2 rad14 12.
For COc1ccc(C=NC23CC4CC(CC(C4)C2)C3)cc1 the results were mec2-1 -10, yeast bub3 -12, mlh1 rad18 -24, sgs1 mgt1 7, yeast rad50 -33 and yeast cln2 rad14 -4.
For CNC(=S)N/N=C(\C=N\NC(=S)NC)c1ccccc1 the results were mec2-1 37, yeast bub3 60, mlh1 rad18 67, sgs1 mgt1 82*, yeast rad50 75* and yeast cln2 rad14 38.
`OCC1(CO)COC2(CCCCC2)N1` gave mec2-1 -15, yeast bub3 11, mlh1 rad18 -30, sgs1 mgt1 -2, yeast rad50 1 and yeast cln2 rad14 -9.
For CC(=O)Oc1cc(OC(C)=O)c2c(OC(C)=O)c3c(OC(C)=O)cc(C)cc3cc2c1 the results were mec2-1 20, yeast bub3 9, mlh1 rad18 20, sgs1 mgt1 40, yeast rad50 40 and yeast cln2 rad14 32.
CN(C)CCCNC(=O)N/N=C/c1ccccn1 was read as mec2-1 -13, yeast bub3 -1, mlh1 rad18 10, sgs1 mgt1 -4, yeast rad50 0 and yeast cln2 rad14 10.
`O=c1c2ccccc2sc2c([N+](=O)[O-])ccc(NCCNCCO)c12` gave mec2-1 92*, yeast bub3 88*, mlh1 rad18 83*, sgs1 mgt1 87*, yeast rad50 87* and yeast cln2 rad14 87*.
For CCOc1ccc2nc(NC(=O)C(=O)C(C#N)CC(C)(C)C=O)sc2c1 (centres undefined) the results were mec2-1 -23, yeast bub3 -13, mlh1 rad18 -28, sgs1 mgt1 -18, yeast rad50 -14 and yeast cln2 rad14 8.
Screening Cc1c(C(N)=O)c2ccccc2c2ccccc12 returned mec2-1 -3, yeast bub3 -14, mlh1 rad18 10, sgs1 mgt1 -1, yeast rad50 18 and yeast cln2 rad14 -19.
Screening CCN(CC)CCCN1CC(=O)N2CCCCN2C(=O)C1 returned mec2-1 -4, yeast bub3 3, mlh1 rad18 9, sgs1 mgt1 13, yeast rad50 29 and yeast cln2 rad14 6.

Ordered by formula weight (falling): 5 of the compounds above
Screening CCOP(=O)(OCC)c1cc(NC(=O)c2cc(NC(=O)c3cc(NC(=O)Nc4cc(C(=O)Nc5cc(C(=O)Nc6cc(P(=O)(OCC)OCC)c7cccc(P(=O)(OCC)OCC)c7c6)n(C)c5)n(C)c4)cn3C)cn2C)cc2c(P(=O)(OCC)OCC)cccc12 returned mec2-1 -2, yeast bub3 2, mlh1 rad18 11, sgs1 mgt1 -16, yeast rad50 -5 and yeast cln2 rad14 20.
For CC(=O)Oc1cc(OC(C)=O)c2c(OC(C)=O)c3c(OC(C)=O)cc(C)cc3cc2c1 the results were mec2-1 20, yeast bub3 9, mlh1 rad18 20, sgs1 mgt1 40, yeast rad50 40 and yeast cln2 rad14 32.
For CCOc1ccc2nc(NC(=O)C(=O)C(C#N)CC(C)(C)C=O)sc2c1 (centres undefined) the results were mec2-1 -23, yeast bub3 -13, mlh1 rad18 -28, sgs1 mgt1 -18, yeast rad50 -14 and yeast cln2 rad14 8.
CN(C)CCCNC(=O)N/N=C/c1ccccn1 was read as mec2-1 -13, yeast bub3 -1, mlh1 rad18 10, sgs1 mgt1 -4, yeast rad50 0 and yeast cln2 rad14 10.
`OCC1(CO)COC2(CCCCC2)N1` gave mec2-1 -15, yeast bub3 11, mlh1 rad18 -30, sgs1 mgt1 -2, yeast rad50 1 and yeast cln2 rad14 -9.

New compounds follow.
For O=C(Nc1cccc2c1C(=O)c1ccc(Nc3cc(NC(=O)c4ccccc4)c4c(c3)C(=O)c3ccccc3C4=O)cc1C2=O)c1ccccc1 the results were mec2-1 -30, yeast bub3 -30, mlh1 rad18 -27, sgs1 mgt1 -13, yeast rad50 -25 and yeast cln2 rad14 -1.
Screening Cc1cc(/C=C/c2ccccc2)nc(/C=C/c2ccccc2)c1 returned mec2-1 -4, yeast bub3 11, mlh1 rad18 -9, sgs1 mgt1 -6, yeast rad50 -5 and yeast cln2 rad14 45.
Screening O=C(CNC(=O)c1ccccc1)NC(CSCc1ccccc1)C(=O)O (centres undefined) returned mec2-1 6, yeast bub3 -34, mlh1 rad18 -1, sgs1 mgt1 -29, yeast rad50 -12 and yeast cln2 rad14 -19.
c1ccc([Si](C[CH2][Sn]([c]2ccccc2)([c]2ccccc2)[c]2ccccc2)(c2ccccc2)c2ccc([Si](C[CH2][Sn]([c]3ccccc3)([c]3ccccc3)[c]3ccccc3)(c3ccccc3)c3ccccc3)cc2)cc1 was read as mec2-1 89*, yeast bub3 98*, mlh1 rad18 73*, sgs1 mgt1 72*, yeast rad50 77* and yeast cln2 rad14 84*.
`ClCCOC(OCCCl)OCCCl` gave mec2-1 -28, mlh1 rad18 5 and yeast rad50 -7.
Screening CN(C)C(CN)CC1=C(CC(CN)N(C)C)CCC1 (centres undefined) returned mec2-1 5, yeast bub3 -5, mlh1 rad18 18, sgs1 mgt1 -6, yeast rad50 -16 and yeast cln2 rad14 -1.
